PhoP GFP inhibition = Inhibition of PhoP regulon, Salmonella typhi GFP reporter cells, confirmation, 4 h (AID 1850); Salmonella Typhi PhoP-promoter GFP reporter, fluorescence, 4 h; higher % means a stronger effect; one-dose inhibition, % at 50 µM; IC50 in µM for titrated hits; 0.33% of 310,000 active; in the data active = a potency from the dose series; inconclusive = inhibition mostly from about 25% at the one dose, without a potency; inactive = the rest, 99 in 100 with inhibition below about 19%;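 also: 0% = induced wells with vehicle and 100% = uninduced wells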
M. tuberculosis HTS = M. tuberculosis growth inhibition, HTS (AID 449762); M. tuberculosis H37Rv growth inhibition, 7H9 media; higher % means a stronger effect; one-dose inhibition, % at 25 µM; IC50 in µM for titrated hits; 0.59% of 330,000 active; in the data active = a potency from the dose series; inconclusive = inhibition above about 70% without an active follow-up result;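 also: bacterial growth assessed after seven days of incubation; strong numbers were not always called active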
VEEV TC-83 Vero = inhibitors of VEEV TC-83 cytopathic effect, confirmation, Vero cells (AID 588727); Vero cells, VEEV TC-83 cytopathic effect inhibition; higher % means a stronger effect; inhibition, % at 20 µM; hits with a dose series show IC50 in µM; 0.13% of 350,000 active; in the data active = a potency from the dose series; inconclusive = inhibition mostly from about 14% at the one dose, without a potency; inactive = the rest, 99 in 100 with inhibition below about 12%; also: strong numbers were not always called active
H1N1 NS1A inhibition = NS1A inhibition, H1N1 influenza, cell based functional assay (AID 504329) | NS1A functional cell-based assay, percent inhibition; higher % means a stronger effect | inhibition, % at 12.5 µM; hits with a dose series show IC50 in µM | 0.3% of 340,000 active; in the data active = a potency from the dose series; inconclusive = inhibition above about 27% without an active follow-up result; also: strong numbers were not always called active
M. tuberculosis = growth inhibition of non-replicating M. tuberculosis (AID 488890). Mycobacterium tuberculosis non-replicating, growth inhibition; higher % means a stronger effect. inhibition, % at 25 µM; hits with a dose series show IC50 in µM. 0.39% of 320,000 active; in the data active = a potency from the dose series; inconclusive = inhibition mostly from about 82% at the one dose, without a potency; inactive = the rest, 99 in 100 with inhibition below about 76%;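 also: plate controls were DMSO cells for no effect and high antibiotic wells for full effect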
VEEV TC-83 Vero 10K pilot screen = also measured in VEEV TC-83 Vero; calls as there; inhibition, %; measured here: 10K pilot screen inhibition
An asterisk follows results filed as active; i = inactive; ? = inconclusive; / = not tested or not shown.

SMILES | PhoP GFP inhibition | M. tuberculosis HTS | VEEV TC-83 Vero | H1N1 NS1A inhibition | M. tuberculosis | others
CC(=O)N1CC(=O)N(Cc2ccccc2)/C(=C/c2ccccc2)C1=O | 5% | -10% | 1.6% | -8% | -29%
CN(C)S(=O)(=O)c1cccc(NC(=O)CSc2nc3ccccc3[nH]2)c1 | 3% | -2% | 9.3% | -4% | 2%
CCn1nc(C(=O)NCc2ccco2)c(Cl)c1Cl | -4% | -7% | 1.2% | -5% | ?
CN(C(=O)CSc1nnc(CNC(=O)c2ccccc2)o1)c1ccccc1 | -6% | -7% | 0.2% | -8% | -1%
CC(C)(C)C(=O)COC(=O)C1=NN(c2ccccc2)C(=O)CC1 | -10% | -8% | 1.5% | 2% | -8%
CC1=C(C(=O)OC(C)C)C(c2cccnc2)C2=C(CC(C)(C)CC2=O)N1 (stereo not drawn) | -15% | -14% | i | -2% | -7%
O=c1c2ccccc2cnn1Cc1ccc(Br)cc1F | -4% | -2% | 0.1% | -6% | 75%
CC1(C)Cc2c(sc(NC(=O)C(=O)N3CCCC3)c2C(=O)O)CO1 | 0% | 2% | 3.1% | -5% | -9%
CC1CCCN(S(=O)(=O)Cc2ccc(Cl)cc2)C1 (stereo not drawn) | 5% | -9% | 0.4% | 4% | 14%
O=C(c1ccc(Cl)c(S(=O)(=O)N2CCOCC2)c1)N(Cc1ccco1)Cc1cccs1 | / | / | 7.7% | -5% | /
C#CCn1cc(C=C2C(=O)c3ccccc3C2=O)c2ccccc21 | 2% | / | i | 8% | /
COc1ccc(NC(=O)c2cc3ccc4c5ccccc5[nH]c4c3cc2O)cc1 | -3% | 1% | 0.1% | 4% | 7%
Cc1ccnc(-n2sc3ccccc3c2=O)n1 | -11% | -1% | ? | 6% | i
N#CC1(P(=O)(c2ccccc2)c2ccccc2)CC1 | -2% | -4% | 0.8% | -11% | 2%
CCCCn1c(-c2csc3c2CCCC3)n[nH]c1=S | -13% | 0% | / | / | 0%
Cc1c(C(=O)NCc2ccccc2CN2CCCC2)oc2ccc(F)cc12 | / | -9% | i | -6% | 42%
Cc1ccc(S(=O)(=O)N2CCN(c3ccccc3)CC2)cc1C | 1% | 1% | i | 5% | -3%
Cc1ccc2c(c1)c(N=Nc1ccc([N+](=O)[O-])cc1)c(O)n2C | -13% | 10% | 1.2% | 22% | -12%
CCC(CC)C(=O)Nc1ccncc1 | -6% | -3% | / | / | 12%
COc1ccc([C@H]2CC(=O)C=C(c3ccc4c(c3)sc3ccccc34)C2)cc1 | / | -2% | 0.7% | 3% | -17%
CC(C)(C)C(=O)NC1=NCCS1 | -6% | -8% | 0.5% | 2% | -3%
Cc1ccc(-n2c(C(C)C)nc3oc4ccccc4c(=O)c3c2=O)cc1 | -5% | 6% | 1.6% | -4% | 12%
COc1ccc(-n2c(C)cc(SC)c(C(C)=O)c2=S)cc1 | 0% | -5% | 2.0% | 4% | 25%
O=C1NC(=Nc2ccccc2)c2c1cccc2[N+](=O)[O-] | 3% | 6% | i | 6% | 7%
COc1ccccc1/C=N/NC(=O)CC(=O)NCCc1ccccc1 | 1% | 3% | i | / | -1%
CS(=O)(=O)N1CCCC(C(=O)N2CCc3ccccc3C2)C1 (stereo not drawn) | -5% | -1% | 0.1% | 4% | -6%
Cc1ccc(N(Cc2ccccc2)C(=O)c2ccc(F)c(S(=O)(=O)N3CCOCC3)c2)cc1 | 5% | 0% | 5.2% | -1% | 16%
COc1ccc(S(=O)(=O)NC2CC3CCC2C3)cc1 (stereo not drawn) | 2% | -6% | i | -1% | -10%
N#CC(c1ccc(F)cc1)c1ccc(C(=O)c2ccc(F)cc2)cc1 (stereo not drawn) | 4% | 47% | 4.5% | -2% | 46%
CC(=O)OC1CC(OC2C(O)CC(OC3C(O)CC(OC4CCC5(C)C(CCC6C5CCC5(C)C(C7=CC(=O)OC7)CCC65O)C4)OC3C)OC2C)OC(C)C1OC1OC(CO)C(O)C(O)C1O (stereo not drawn) | / | / | ? | 2% | /
O=C(NCc1ccco1)C1CC(c2ccccc2O)=NO1 (stereo not drawn) | -2% | -3% | 3.5% | 5% | 3%
O=C(Cc1cccc(NC(=O)C2CCN(C(=O)C3CCCC3)CC2)c1)Nc1cccc(C(=O)N2CCOCC2)c1 | / | / | 0.3% | -15% | /
O=[N+]([O-])c1ccc(-c2c[nH]c(=S)[nH]2)cc1 | 6% | 9% | 2.7% | -5% | 39%
On1ccccc1=S | ? | ? | i | 2% | ?
O=C(NC(NC(=O)c1ccccc1)C(=O)c1ccccc1)c1ccccc1 | 0% | 1% | i | 7% | -11%
CCOC(=O)c1ccccc1NC(=O)c1cn(-c2ccc(OC)cc2)c(=O)c2ccccc12 | -1% | 3% | 27% | -5% | 10%
CC1(C)Cc2c(ccc3ccccc23)-c2nnc(-c3cccnc3)n21 | -10% | 14% | 1.5% | 3% | 23%
Nn1c(=S)[nH]c2sc3c(c2c1=O)CCCC3 | -13% | -2% | 1.1% | -26% | -4%
S=c1nc(C2CCCCC2)[nH][nH]1 | 5% | -1% | 3.8% | -3% | 12%
O=S1(=O)CC/C(=N/Nc2ccc(C(F)(F)F)cn2)c2cc(F)ccc21 | -13% | -2% | 1.2% | 0% | -9%
CCOC(=O)C1=Nc2ccccc2/C1=C\c1c(O)n(C)c(=O)n(C)c1=O | 3% | -5% | 1.2% | -6% | 5%
COc1ccc(OC)c(C(C(=O)NCc2ccco2)N(C(=O)Cn2nnc3ccccc32)C2CC2)c1 (stereo not drawn) | -6% | -2% | i | 0% | -4%
Oc1ccc(/C=N/Nc2cc(N3CCCC3)nc(N3CCCC3)n2)cc1 | -2% | 4% | 0.7% | 1% | 6%
COc1ccccc1C(=O)NC(=S)Nc1ccc(S(=O)(=O)N2CCN(C)CC2)cc1 | 1% | 3% | 3.4% | 10% | 21%
CCCOc1ccc(-c2cc(C(F)(F)F)c(C#N)c(SCC(=O)O)n2)cc1 | 6% | 2% | 2.8% | 5% | 17%
O=C1CCNCCN1[C@H](CO)c1ccccc1 | -5% | 3% | i | 2% | -3%
CCN1CCC2(CC1)Oc1c(OC)cccc1C1CC(c3cccnc3)=NN12 (stereo not drawn) | -1% | -5% | 5.1% | / | -1%
O=c1c2ccccc2oc2ccc(-c3ccc4[nH]ccc4c3)cc12 | -2% | 4% | 0.8% | -1% | 24%
COC(=O)NCC(C)OC(=O)Nc1ccc(Cl)cc1 (stereo not drawn) | 9% | -5% | 0.6% | -4% | -11%
Cc1cc(S(=O)(=O)Nc2ccccc2C)ccc1F | 2% | 0% | i | 2% | -12% | VEEV TC-83 Vero 10K pilot screen=1.7
FC(F)(F)c1nnc2c3ccccc3c(Cl)nn12 | 1% | 7% | 8.7% | 3% | 21%
CC1(C)OC(=O)N(c2cccnc2)C1(C)O (stereo not drawn) | -7% | -5% | 1.2% | 2% | -14% | VEEV TC-83 Vero 10K pilot screen=1.5
Cc1ccc(NC(=O)CSc2ccc(-c3ccccn3)nn2)cc1F | -9% | ? | 0.2% | 17% | ?
CN(C)c1cc(-c2cccc([N+](=O)[O-])c2)oc(=O)c1Cl | -3% | -5% | 0.0% | -2% | -2%
C=CCn1cccc(C(=O)Nc2ccc(OC)c(Cl)c2)c1=O | -5% | 0% | 1.9% | -5% | 66%
Cc1onc(-c2c(Cl)cccc2Cl)c1C(=O)N=C(N)N1CC(C)OC(C)C1 (stereo not drawn) | 1% | -12% | i | -21% | 1%
CC[C@@]1(C(=O)OC)N[C@H](CN(C)S(=O)(=O)c2ccc(F)cc2)[C@@H]2C(=O)N(C)C(=O)[C@@H]21 | / | 3% | 0.1% | -7% | -6%
Cc1ccc(CN2C(=O)CCC2C(=O)NCc2ccccc2Cl)cc1 (stereo not drawn) | -1% | 3% | i | -8% | 2%
Cc1ccc(NC(=O)CN2CCC3(O)CCCCC3C2c2ccc3c(c2)OCO3)c(C)c1 (stereo not drawn) | -15% | 24% | i | 9% | 32%
O=C(CCC(=O)c1ccc(F)cc1)Nc1cccc(Br)c1 | -7% | 4% | 1.0% | 4% | -8%
(further entries)
SMILES | PhoP GFP inhibition | M. tuberculosis HTS | VEEV TC-83 Vero | H1N1 NS1A inhibition | M. tuberculosis | others
CCOc1cc(CO)ccc1OCC(=O)N1CCCCC1 | 1% | 1% | 5.7% | -10% | 8%
O=C(Nc1cccc2ccccc12)c1ccccc1NS(=O)(=O)c1cccc2cccnc12 | -9% | 4% | 0.2% | 1% | 17%
CCc1ccccc1NC(=O)CSc1nc2ccccc2n1CC(=O)N(C)C | / | / | 0.2% | -1% | /
O=C(O)C1CCC(=O)N1Cc1ccccc1Cl (stereo not drawn) | 8% | -10% | 0.6% | 3% | -10%
Cc1cc(C(=O)COC(=O)C2COc3ccccc3O2)c(C)n1CC1CCCO1 (stereo not drawn) | 1% | -9% | 3.3% | 7% | 71%
CN(C)CCCN1C(=O)C(=O)/C(=C(/O)c2ccncc2)C1c1ccccc1 (stereo not drawn) | -1% | -6% | 1.6% | -1% | -20%
O=C(COC(=O)CCSc1ccc(Cl)cc1)NCc1ccccc1Cl | -4% | 1% | i | 0% | 78%
CCOc1ccc(CN2CCNC(=O)C2CC(=O)NC2CCOCC2)cc1 (stereo not drawn) | -2% | -10% | 1.5% | -5% | 3%
C=CC1CN(C(=O)OCC(Cl)(Cl)Cl)C2CC3c4ccc(OC)cc4NC3C3CC1C2CO3 (stereo not drawn) | -3% | 3% | / | / | 37%
CCOC(=O)Cc1cc(-c2ccc(OC)cc2)nc2ccc3ccccc3c12 | -3% | 10% | 12% | -6% | 58%
Cc1noc(C(=O)NCc2ccco2)c1Cl | -13% | 0% | 1.2% | 4% | /
O=C(CSc1nc2ccccc2c(=O)[nH]1)Nc1nc(-c2ccc(Br)cc2)cs1 | 9% | 10% | ? | -4% | -2%
CN(Cc1ccccc1F)c1ncnc2sccc12 | -14% | 6% | 0.5% | -14% | 17%
COc1ccc(CCN(C(=O)c2snc(C(N)=O)c2N)C(C(=O)NCC2CCCO2)c2ccc(F)cc2)cc1OC (stereo not drawn) | / | / | 10% | 8% | /
COc1ccccc1NC(=O)CCC(=O)N1CC(C)Oc2ccc(C)cc21 (stereo not drawn) | 9% | -10% | 9.6% | 11% | 27%
CCc1ccccc1NC(=O)CSc1nnc(CNC(=O)c2ccco2)n1C | -12% | 2% | 0.8% | -11% | 5%

Reprinted at random: 2 entries already listed.
SMILES | PhoP GFP inhibition | M. tuberculosis HTS | VEEV TC-83 Vero | H1N1 NS1A inhibition | M. tuberculosis | others
CCc1ccccc1NC(=O)CSc1nnc(CNC(=O)c2ccco2)n1C | -12% | 2% | 0.8% | -11% | 5%
COc1ccccc1NC(=O)CCC(=O)N1CC(C)Oc2ccc(C)cc21 (stereo not drawn) | 9% | -10% | 9.6% | 11% | 27%

Of the compounds above, these have fluorine:
SMILES | PhoP GFP inhibition | M. tuberculosis HTS | VEEV TC-83 Vero | H1N1 NS1A inhibition | M. tuberculosis | others
O=c1c2ccccc2cnn1Cc1ccc(Br)cc1F | -4% | -2% | 0.1% | -6% | 75%
Cc1c(C(=O)NCc2ccccc2CN2CCCC2)oc2ccc(F)cc12 | / | -9% | i | -6% | 42%
Cc1ccc(N(Cc2ccccc2)C(=O)c2ccc(F)c(S(=O)(=O)N3CCOCC3)c2)cc1 | 5% | 0% | 5.2% | -1% | 16%
N#CC(c1ccc(F)cc1)c1ccc(C(=O)c2ccc(F)cc2)cc1 (stereo not drawn) | 4% | 47% | 4.5% | -2% | 46%
O=S1(=O)CC/C(=N/Nc2ccc(C(F)(F)F)cn2)c2cc(F)ccc21 | -13% | -2% | 1.2% | 0% | -9%
CCCOc1ccc(-c2cc(C(F)(F)F)c(C#N)c(SCC(=O)O)n2)cc1 | 6% | 2% | 2.8% | 5% | 17%
Cc1cc(S(=O)(=O)Nc2ccccc2C)ccc1F | 2% | 0% | i | 2% | -12% | VEEV TC-83 Vero 10K pilot screen=1.7
FC(F)(F)c1nnc2c3ccccc3c(Cl)nn12 | 1% | 7% | 8.7% | 3% | 21%
Cc1ccc(NC(=O)CSc2ccc(-c3ccccn3)nn2)cc1F | -9% | ? | 0.2% | 17% | ?
CC[C@@]1(C(=O)OC)N[C@H](CN(C)S(=O)(=O)c2ccc(F)cc2)[C@@H]2C(=O)N(C)C(=O)[C@@H]21 | / | 3% | 0.1% | -7% | -6%
O=C(CCC(=O)c1ccc(F)cc1)Nc1cccc(Br)c1 | -7% | 4% | 1.0% | 4% | -8%
CN(Cc1ccccc1F)c1ncnc2sccc12 | -14% | 6% | 0.5% | -14% | 17%
COc1ccc(CCN(C(=O)c2snc(C(N)=O)c2N)C(C(=O)NCC2CCCO2)c2ccc(F)cc2)cc1OC (stereo not drawn) | / | / | 10% | 8% | /

Source: PubChem BioAssay (Southern Research Specialized Biocontainment Screening Center)
